# TDP2 inh = TDP2 (human) inhibition, absorbance primary screen. recombinant TDP2, T5PNP hydrolysis, p-nitrophenol absorbance 415 nm. inhibition, % at 12.8 µM. 370,000 tested, 0.34% active. AID 720702;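 active means inhibition above the mean of all tested compounds plus 3 SD, set per campaign, cut at about 25% in these data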;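 further: 0% = DMSO with enzyme and 100% = buffer with substrate but no TDP2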
#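 Test system: human TDP2 enzyme; Input: 120 nM TDP2 per well; Buffer or medium: Mg2+-containing Tris-HCl buffer, pH 7.5; Reagent: 5 mM T5PNP; Dosing: 12.8 µM single point, 1% DMSO; Incubation: reaction 2 h, 37 °C; Detection: p-Nitrophenol epi absorbance; Read-out: % inhibition relative to enzyme-containing and enzyme-free wells; Replicates: single well per compound.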
# SIAE inh = inhibitors of human sialic acid acetylesterase SIAE; Q9HAT2; SIAE FP-Rh probe binding, fluorescence polarization; inhibition, % at 9.66 µM; 370,000 tested, 0.69% active;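 active means inhibition above a cutoff: mean of compounds within the control limits plus 3 SD of those, cut at about 17% in these data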;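 further: 0% = plate median of compound wells and 100% = probe without SIAE protein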
# Target sequence (Q9HAT2 whole entry, looked up): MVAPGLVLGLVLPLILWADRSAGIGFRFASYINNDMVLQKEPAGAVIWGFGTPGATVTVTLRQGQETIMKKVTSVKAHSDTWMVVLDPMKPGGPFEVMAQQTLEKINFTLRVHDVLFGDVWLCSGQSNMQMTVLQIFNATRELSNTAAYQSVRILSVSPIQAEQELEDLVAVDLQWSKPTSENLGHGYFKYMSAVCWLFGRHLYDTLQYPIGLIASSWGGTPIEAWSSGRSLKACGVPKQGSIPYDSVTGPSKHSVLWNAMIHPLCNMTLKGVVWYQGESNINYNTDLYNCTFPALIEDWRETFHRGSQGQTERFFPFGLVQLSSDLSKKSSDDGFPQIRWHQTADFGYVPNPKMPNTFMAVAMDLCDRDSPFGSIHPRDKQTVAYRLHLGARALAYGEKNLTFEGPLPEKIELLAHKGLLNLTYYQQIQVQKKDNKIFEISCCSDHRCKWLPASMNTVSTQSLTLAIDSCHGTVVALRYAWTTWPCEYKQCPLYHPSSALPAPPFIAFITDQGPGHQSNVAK
# Tn7 DDE FP = DD(E)-Tn7 binding inhibition, primary FP screen; inhibition, % at 8.3 µM; FP displacement of FITC-Tn7 peptide from fibrin DD(E); 0% = median of compound wells per plate; P02675; 370,000 tested, 0.13% active;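 active means inhibition above the mean of compounds falling within the control limits plus 3 SD of them, cut at about 14% in these data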;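 further: 0% = plate median of compound wells and 100% = 10 µM Aha-Tn7 peptide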
#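 Assay system: Fibrin-DD(E) protein isolated from polymerized human fibrin clots; read-out basis: percent inhibition; medium: Tris/NaCl/CaCl2 buffer, pH 7.8; signal: FP measurement; incubation: 10 min plus 3 h, room temperature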
# proKLK7 act = activates the human kallikrein-7 zymogen | purified proKLK7, EDANS-DABCYL substrate fluorescence; 100% is mature enzyme control, 0% vehicle | activation, % at 7 µM | 370,000 tested, 0.9% active | AID 652039;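 active means activation above the mean of all tested compounds plus 3 SD, computed per campaign excluding outliers beyond control limits, cut at about 13% in these data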
# UHRF1 MBD2 ctr = human UHRF1 methylated DNA binding inhibitors. Q96T88. 370,000 tested, 0.75% active. UHRF1 binding to methylated oligo, TR-FRET. inhibition, % at 4.4 µM; in the data active means inhibition above about 21%;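 further: UHRF1 SRA domain binding a hemimethylated CpG hairpin DNA probe; 0% = median of test compound wells and 100% = reference inhibitor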
# MBD2 inh = inhibitors of human MBD2 binding to methylated oligonucleotide; Q9UBB5; TR-FRET; inhibition, % at 4.4 µM; 370,000 tested, 0.31% active; AID 686964; in the data active means inhibition above about 13%
# Target sequence (Q9UBB5 whole entry, looked up): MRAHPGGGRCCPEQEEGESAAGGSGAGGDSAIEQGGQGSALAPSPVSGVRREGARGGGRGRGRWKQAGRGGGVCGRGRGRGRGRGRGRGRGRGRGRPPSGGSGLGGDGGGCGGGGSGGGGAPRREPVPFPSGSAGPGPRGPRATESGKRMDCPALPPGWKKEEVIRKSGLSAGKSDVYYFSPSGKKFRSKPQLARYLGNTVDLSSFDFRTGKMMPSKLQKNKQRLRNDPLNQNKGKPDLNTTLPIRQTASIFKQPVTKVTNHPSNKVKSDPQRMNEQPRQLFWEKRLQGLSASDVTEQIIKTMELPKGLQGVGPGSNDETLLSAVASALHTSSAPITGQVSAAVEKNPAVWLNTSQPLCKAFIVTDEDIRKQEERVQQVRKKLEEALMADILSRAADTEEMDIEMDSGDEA
# LEDGF integ inh = blocks HIV-1 LEDGF/p75-dependent DNA integration; AID 743269; inhibition, % at 3.7 µM; 370,000 tested, 0.64% active; TR-FRET IN-LEDGF/p75 DNA integration, Eu/Cy5;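 active means inhibition above the screen-wide mean plus 3 SD, cut at about 13% in these data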;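 further: signal is the Cy5 over europium emission ratio at 671 and 618 nm; 0% = plate median of compound wells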
# Tn6 DDE FP = inhibitors of Tn6 peptide binding to human fibrin DD(E); P02675; Fibrin DD(E) TRITC-Tn6 fluorescence polarization displacement; inhibition, % at 8.3 µM; 370,000 tested, 0.21% active;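 active means inhibition above a per-campaign cutoff: mean of compounds within control limits plus 3 SD, cut at about 15% in these data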;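 further: 0% = median of all compound wells on the plate and 100% = blocking peptide control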
# PRMT1 inh = blocks human protein arginine methyltransferase 1; inhibition, % at 2.79 µM; recombinant PRMT1, activity-based probe fluorescence polarization; Q99873; 370,000 tested, 1.3% active;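 active means inhibition above about 21% made by adding two undisclosed values, limit read from the data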
# TCR CD3 inh = human TCR-CD3 binding inhibition; TAMRA-labeled TCR probe fluorescence, biochemical; inhibition, % at 9.4 µM; 360,000 tested, 0.37% active; AID 651800; in the data active means inhibition above about 19%;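 further: recombinant mutant TCR 2C K166C tagged with TAMRA read by polarization; 0% = receptor in buffer alone and 100% = receptor with positive control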
# * hit, by the source's call; . = not tested or not shown; & = joins results of further samples.
no.	TDP2 inh	SIAE inh	Tn7 DDE FP	proKLK7 act	UHRF1 MBD2 ctr	MBD2 inh	LEDGF integ inh	Tn6 DDE FP	PRMT1 inh	TCR CD3 inh	mol
1	0	1	1	0.0	2	0	-4	-1	-1	-4	COc1ccc(C2C(C#N)=C(N)N(N(C)C)C3=C2C(=O)CC(C)(C)C3)cc1OC (configuration not stated)
2	4	5	0	0.8	1	-6	-1	-2	2	3	CCCCn1c(CCC(=O)O)nc2cc(S(=O)(=O)N3CCCC3)ccc21
3	9	-5	-3	-0.4	-1	-2	1	1	-5	-1	CN(C)/C(=N\S(=O)(=O)c1ccccc1)c1ccc(Cl)cc1
4	6	-6	4	0.6	-3	2	1	5	-1	7	COc1ccc(C(=O)C2C(c3ccc(-c4ccccc4[N+](=O)[O-])o3)NC(=O)NC2(O)C(F)(F)F)cc1 (configuration not stated)
5	-2	-4	1	2.0	2	1	0	-2	2	4	CCn1c(SCC(=O)c2c[nH]c3ccccc23)nnc1-c1cccs1
6	6	2	4	-0.4	1	-4	1	-4	2	3	O=C1CC(SCCO)C(=O)N1c1ccccc1 (configuration not stated)
7	6	5	6	0.2	0	-1	0	8	-2	7	COc1cc(C2CC(=O)Oc3cc4c(cc32)OCO4)cc(OC)c1OC (configuration not stated)
8	3	-5	-1	-0.8	2	2	1	1	2	0	c1ccc(-c2noc(CSc3nc4ccccc4o3)n2)cc1
9	6	-1	2	0.0	1	-2	-2	2	-1	4	CCOC(=O)C1CCN(C(=O)CN(c2ccc(OC)cc2)S(=O)(=O)c2c(C)noc2C)CC1
10	3	2	-1	0.0	1	-2	1	2	0	-2	CCCCN(C(=O)CN1C(=O)C2CCCCC2C1=O)c1c(N)n(CCCC)c(=O)[nH]c1=O (configuration not stated)
11	6&-5	2&-7	0&4	0.7&0.1	0&-2	-5&4	-1&-4	-1&2	-2&0	.	Cc1ccc(C2CCC3(CCC(=O)N3CCOC(=O)Nc3cccc(C#N)c3)CC2)cc1 (configuration not stated)
12	-7	-2	-3	0.5	0	0	-5	11	1	0	COCCNC(=O)CN(Cc1ccc(OC)cc1)C(=O)CCC(=O)Nc1nccs1

# 3 compounds out of the list above, sorted by their value in SIAE inh, smallest number first:
item | smiles | TDP2 inh | SIAE inh | Tn7 DDE FP | proKLK7 act | UHRF1 MBD2 ctr | MBD2 inh | LEDGF integ inh | Tn6 DDE FP | PRMT1 inh | TCR CD3 inh
5 | CCn1c(SCC(=O)c2c[nH]c3ccccc23)nnc1-c1cccs1 | -2 | -4 | 1 | 2.0 | 2 | 1 | 0 | -2 | 2 | 4
1 | COc1ccc(C2C(C#N)=C(N)N(N(C)C)C3=C2C(=O)CC(C)(C)C3)cc1OC (configuration not stated) | 0 | 1 | 1 | 0.0 | 2 | 0 | -4 | -1 | -1 | -4
2 | CCCCn1c(CCC(=O)O)nc2cc(S(=O)(=O)N3CCCC3)ccc21 | 4 | 5 | 0 | 0.8 | 1 | -6 | -1 | -2 | 2 | 3

# Next section
no.	TDP2 inh	SIAE inh	Tn7 DDE FP	proKLK7 act	UHRF1 MBD2 ctr	MBD2 inh	LEDGF integ inh	Tn6 DDE FP	PRMT1 inh	TCR CD3 inh	mol
13	12	8	-2	0.0	-2	0	5	-1	-4	4	CC(C)(C)c1nnc(NS(=O)(=O)c2ccc(F)cc2)s1
14	5	-4	4	-0.1	-1	7	-3	-2	8	-6	FC(F)C(F)(F)c1cc(-c2ccc(Cl)cc2)n[nH]1
15	-10	31*	-5	-0.8	2	-5	5	27*	3	57*	O=c1[nH]n(-c2ccc([N+](=O)[O-])cc2)c(=O)c2ccccc12
16	5	-4	6	0.3	-1	-7	-4	-5	-1	4	Cc1ccccc1C(=O)Nc1nnc(-c2ccc(C(C)(C)C)cc2)s1
17	1	-3	3	0.2	-3	2	2	4	0	.	CCOc1ccc(-n2c(COc3ccc(C)cc3)nnc2SCC(=O)Nc2ccc(F)c(F)c2)cc1
18	3	3	-2	-0.5	-3	0	3	5	-1	-2	Cc1ccn2c(=O)nc(SCC(=O)NCc3ccccc3Cl)nc2c1
19	2	0	-2	-0.4	0	9	1	-3	-1	11	CC(C)(C)NC(=O)c1sccc1C(=O)O
20	-3	7	6	0.9	1	0	2	4	-3	6	COc1ccc(-c2cc(C(=O)NCCCN3CCOCC3)no2)cc1
21	-4	3	-8	0.4	1	-5	2	1	-4	-8	CCCCn1c(N)c(N(CC(C)C)C(=O)CC(NC(=O)c2ccccc2Cl)c2ccccc2)c(=O)[nH]c1=O (configuration not stated)
22	-3	2	-7	0.9	-1	1	-1	-2	5	-6	O=C(CSc1nnc(CNc2ccc(F)cc2)o1)N1CCCc2ccccc21
23	1	-8	2	-0.3	6	9	-2	-6	6	2	COC(=O)c1ccccc1NC1OC(=O)c2ccccc21 (configuration not stated)
24	-13	12	8	0.3	0	-4	-2	11	1	6	COc1ccccc1NC(=O)Cn1nnc(C(=O)NCc2ccc3c(c2)OCO3)c1N
25	-10	0	3	0.7	9	0	-9	-7	2	1	CNS(=O)(=O)c1cccc(C(=O)OCC(=O)N(Cc2ccccc2)C(C)(C)C)c1
26	0	4	-12	0.2	-4	-3	2	0	-4	3	Cc1ccccc1NS(=O)(=O)c1ccc(C(=O)NCC(c2ccco2)N2CCCCC2)cc1 (configuration not stated)
27	6	-3	1	0.0	-1	0	0	13	0	7	CCOc1ccc(/C=N/NC(=O)c2ccc(Cn3cc([N+](=O)[O-])cn3)o2)cc1
28	9	1	5	-0.2	-1	-5	2	0	-2	-7	CC1CCN(S(=O)(=O)c2ccc3ncn(CC(=O)N(C)C4CCCCC4)c(=O)c3c2)CC1
29	-1	-3	-7	-0.2	-1	0	-1	-2	-1	2	Cc1ccc(NC(=O)c2cc(NC(=O)c3ccco3)ccc2N2CCOCC2)cc1
30	2	-2	-2	-0.8	-1	-5	1	-2	-1	7	CCOC(=O)c1c(-c2ccccc2)nc2ccccn12
31	-1	2	9	0.5	-1	-2	3	-2	1	1	CC(=O)NS(=O)(=O)c1ccc(N=c2ssc3c2-c2ccc(C)cc2NC3(C)C)cc1
32	-1	4	-6	0.5	-1	-5	-3	-3	2	8	Cc1noc(C)c1COC(=O)c1ccccc1Oc1ccccc1
33	1	0	0	-0.1	0	-9	-2	8	-1	1	COC(=O)[C@H](CC(C)C)NC(=O)CC[C@H]1O[C@@H](n2cc(C)c(=O)[nH]c2=O)C[C@@H]1O
34	-4	-6	-6	-0.3	1	-1	-4	-4	-1	1	O=C(Nc1cccc(F)c1)c1cccc(S(=O)(=O)N2CCOCC2)c1
35	0	2	10	0.0	0	3	0	0	1	-2	CC(=O)/C(=C/Nc1ccc(Oc2ccccc2)cc1)c1ccccc1
36	-15	-2	-7	0.1	1	-1	9	-2	-8	-2	COc1ccc(CCNC(=O)c2csc3c2CCCC3)cc1OC

# Screen by screen, quoted from above.
# Compounds 28 to 34 in PRMT1 inh read -2, -1, -1, 1, 2, -1, -1
# Compounds 28 to 34 in LEDGF integ inh read 2, -1, 1, 3, -3, -2, -4
# Compounds 28 to 34 in Tn7 DDE FP read 5, -7, -2, 9, -6, 0, -6

# (list continues)
no.	TDP2 inh	SIAE inh	Tn7 DDE FP	proKLK7 act	UHRF1 MBD2 ctr	MBD2 inh	LEDGF integ inh	Tn6 DDE FP	PRMT1 inh	TCR CD3 inh	mol
37	-2	2	-4	.	1	3	1	5	2	.	O=C(O[C@H]1CC[C@@]23CCCN2C(=O)CCC[C@H]3C1)N1CCN(c2ccccc2)CC1
38	5	2	-1	0.2	1	-1	2	1	3	-5	COc1ccc(CNC(=S)N2CCN(S(=O)(=O)c3cccc(F)c3)CC2)cc1
39	-12	-1	3	0.4	-2	-2	-2	-2	4	-1	COc1ccc(C(=O)c2sc(Nc3ccccc3)nc2N)cc1
40	3	-3	-2	0.1	2	-2	-1	1	1	4	O=C(O)c1sccc1NC(=O)c1c(Cl)cccc1Cl
41	8	11	-2	0.1	2	1	-2	4	-3	8	O=C1CCN(C(=O)/C=C/c2ccccc2)c2ccccc21
42	-1	-4	-5	-1.1	-1	-3	3	-1	-3	8	COCCn1c(-c2ccc(C)cc2)nc2c(c(=O)c3ccccc3n2C)c1=O
43	9	-3	7	-0.3	1	-1	1	1	0	-5	CC1CCCN(c2ccc(C(=O)NCc3ccco3)cc2[N+](=O)[O-])C1 (configuration not stated)
44	7	-3	8	0.3	1	3	-9	7	-2	-2	CSc1ncnc2c1ncn2CCCN1CCN(Cc2c(C)cc(C)cc2C)CC1
45	9	6	1	0.3	-10	-9	9	11	-1	-7	COc1cccc(CNc2cccc3cccnc23)c1O
46	1	-1	-4	0.0	-1	0	3	-3	-3	-3	CN(C)CCCOc1ccc(-c2ccc3nncn3c2)cn1
47	10	-7	-5	0.9	0	0	-2	-1	-2	-11	CCOc1ccc(NC(=O)CCN2C(=O)c3ccccc3C2=O)cc1
48	-6	-7	-2	0.3	3	-6	0	-3	-5	3	O=[N+]([O-])c1cc(F)c(N2CCCCC2)cc1N1CCOCC1

# Among those listed so far, these contain a tert-butyl group.
no.	TDP2 inh	SIAE inh	Tn7 DDE FP	proKLK7 act	UHRF1 MBD2 ctr	MBD2 inh	LEDGF integ inh	Tn6 DDE FP	PRMT1 inh	TCR CD3 inh	mol
13	12	8	-2	0.0	-2	0	5	-1	-4	4	CC(C)(C)c1nnc(NS(=O)(=O)c2ccc(F)cc2)s1
16	5	-4	6	0.3	-1	-7	-4	-5	-1	4	Cc1ccccc1C(=O)Nc1nnc(-c2ccc(C(C)(C)C)cc2)s1
19	2	0	-2	-0.4	0	9	1	-3	-1	11	CC(C)(C)NC(=O)c1sccc1C(=O)O
25	-10	0	3	0.7	9	0	-9	-7	2	1	CNS(=O)(=O)c1cccc(C(=O)OCC(=O)N(Cc2ccccc2)C(C)(C)C)c1

# (more compounds)
no.	TDP2 inh	SIAE inh	Tn7 DDE FP	proKLK7 act	UHRF1 MBD2 ctr	MBD2 inh	LEDGF integ inh	Tn6 DDE FP	PRMT1 inh	TCR CD3 inh	mol
49	-15	-5	-1	0.2	4	3	4	-4	-1	0	COc1ccc(-c2csc(NC(=O)c3cc(C)on3)c2C#N)cc1OC
50	3	0	1	-0.3	8	7	1	-4	0	0	O=[N+]([O-])c1ccc(Nc2ccc(N3CCOCC3)cc2)c([N+](=O)[O-])c1
51	-6	2	-1	0.0	0	0	-2	-6	-1	3	CCOC(=O)Cn1c2ccccc2c2nc3ccccc3nc21
52	-15	4	1	0.1	3	1	7	4	-6	-3	CCOc1cc(OCC)cc(C(=O)NCCCN2CCOCC2)c1
53	-7	2	2	-0.2	2	-1	2	1	-1	-3	CCCCCN(C(=O)NC(=O)NC(C)CC)S(C)(=O)=O (configuration not stated)
54	4	9	-5	-0.6	0	-3	1	4	-1	2	COC(=O)c1ccc(CNC(=O)c2ccc3c(c2)OCCO3)cc1
55	7	-9	8	0.8	2	5	-1	2	0	5	Cc1cc(NC(=O)C2CCN(S(=O)(=O)c3c(C)noc3C)CC2)ccc1Br
56	1	2	2	0.1	-2	0	-6	4	0	-2	Cc1nonc1C1CCCN1C(=O)c1cc(COc2ccc(F)cc2Cl)on1 (configuration not stated)

# Source: PubChem
